GSTO1 inh: inhibitors of recombinant GSTO1, primary screen, counter-screen for RBBP9 inhibitor project, biochemical, fluorescence polarization. activity-based probe fluorescence polarization. inhibition, % at 5.96 µM. 1.1% of 300,000 active. AID 1974, 2009;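 active = inhibition above the campaign mean inhibition plus 3 SD, cut at about 35% in these data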;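 note: 0% = GSTO1-1 with DMSO and 100% = wells lacking GSTO1-1 enzyme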
Target sequence (P78417 whole entry, looked up): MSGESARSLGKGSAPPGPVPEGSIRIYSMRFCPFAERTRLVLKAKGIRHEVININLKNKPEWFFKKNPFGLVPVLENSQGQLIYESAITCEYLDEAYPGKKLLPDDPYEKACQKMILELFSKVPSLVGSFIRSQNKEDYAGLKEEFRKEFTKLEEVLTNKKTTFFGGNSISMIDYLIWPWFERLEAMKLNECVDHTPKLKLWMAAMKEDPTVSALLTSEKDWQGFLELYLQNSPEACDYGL
GLD-1 RNA inh: GLD-1/TGE RNA complex disruptors, primary screen, biochemical, fluorescence polarization | purified GLD-1 + fluorescein TGE RNA | inhibition, % at 5.96 µM | 0.44% of 320,000 active | AID 2280, 2010;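 active = percent inhibition above a per-plate cutoff, the plate mean of test compounds plus 3 SD, cut at about 30% in these data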;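 note: 0% = DMSO wells with GLD-1 and probe and 100% = wells lacking GLD-1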
PAD4 FP inh: human PAD4 inhibitors, primary screen, biochemical, fluorescence polarization, 1536-well format; Protein-arginine deiminase type-4 (Homo sapiens), Q9UM07; recombinant PAD4, RCA probe fluorescence polarization; inhibition, % at 6.36 µM; 0.41% of 330,000 active;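 active = percent inhibition above a cutoff equal to the mean of all tested compounds plus 3 SD, cut at about 15% in these data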;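 note: 0% = PAD4 with RCA probe and DMSO and 100% = probe without PAD4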
MEX-5 binding: MEX-5 zinc finger RNA-binding disruptors – biochemical, C. elegans, fluorescence polarization, MLPCN library, primary screen; Zinc finger protein mex-5 (Caenorhabditis elegans), Q9XUB2; 0.38% of 300,000 active; MEX-5/FITC-TCR2 RNA binding; stronger effect = lower value; activity score (negative = inhibition of binding), % at 10 µM;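 active = inhibition past about -25% in most replicates, and total fluorescence under double the plate's negative control median, limit read from the data; inconclusive = replicates evenly split on the limit, or fluorescence at least double controls; inactive = too little inhibition in most replicates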;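 note: 0% = DMSO and -100% = 5 µM competing unlabeled TCR2 RNA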
Target sequence (Q9XUB2 whole entry, looked up): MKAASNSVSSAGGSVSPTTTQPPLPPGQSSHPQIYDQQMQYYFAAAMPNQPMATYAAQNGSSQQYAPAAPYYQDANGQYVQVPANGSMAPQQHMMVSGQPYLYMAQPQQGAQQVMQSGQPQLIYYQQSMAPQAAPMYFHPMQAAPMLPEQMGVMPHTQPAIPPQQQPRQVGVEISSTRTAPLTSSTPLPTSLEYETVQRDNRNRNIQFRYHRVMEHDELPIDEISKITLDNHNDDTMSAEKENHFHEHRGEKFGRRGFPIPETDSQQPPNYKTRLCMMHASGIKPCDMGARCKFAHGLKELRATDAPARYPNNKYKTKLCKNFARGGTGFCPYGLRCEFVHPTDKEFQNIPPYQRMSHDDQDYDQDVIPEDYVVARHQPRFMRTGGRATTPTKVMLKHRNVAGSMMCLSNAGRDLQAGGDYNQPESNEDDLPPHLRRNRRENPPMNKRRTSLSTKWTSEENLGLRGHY
PME-1 primary: PME-1 inhibitors via competitive probe labeling, primary screen, biochemical, fluorescence polarization, FP-Rh probe, HTS | Protein phosphatase methylesterase 1 (Homo sapiens), Q9Y570 | recombinant PME-1 | inhibition, % at 5.9 µM | 0.53% of 320,000 active | AID 2130, 2009;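 active = inhibition above the campaign mean of all compounds plus 3 SD, cut at about 26% in these data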;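 note: competitive labeling of PME-1 active site by serine hydrolase directed probe; 0% = PME-1 with DMSO and 100% = wells lacking PME-1 enzyme; inhibitors block probe labeling so polarization falls and inhibition rises; many of its hits are not listed in these tables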
TPT1 inh: Candida albicans TPT1 enzyme inhibitors, primary screen, biochemical, fluorescence polarization; tRNA 2'-phosphotransferase TPT1 (Candida albicans SC5314); recombinant caTPT1, FP RNA substrate dephosphorylation; inhibition, % at 5 µM; 0.81% of 300,000 active; AID 1962, 2009;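 active = inhibition above the mean of all tested compounds plus 3 SD, set per screening campaign, cut at about 24% in these data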;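 note: plate controls were DMSO alone for no effect and ferristatin control at 100 nM for full effect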
BCLXL inh: inhibitors of human Bcl-xL, primary screen, biochemical, fluorescence polarization, HTS | GST-Bcl-xL / FITC-Bim BH3 peptide fluorescence polarization | inhibition, % at 10.9 µM | 0.7% of 320,000 active | AID 2129, 2009;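 active = inhibition above the mean of all tested compounds plus 3 SD, cutoff set per campaign, cut at about 30% in these data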;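 note: 0% = DMSO wells and 100% = unlabeled Bim-BH3 peptide competitor; inhibitors lower millipolarization by displacing the labeled peptide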
Target sequence (Q07817 whole entry, looked up): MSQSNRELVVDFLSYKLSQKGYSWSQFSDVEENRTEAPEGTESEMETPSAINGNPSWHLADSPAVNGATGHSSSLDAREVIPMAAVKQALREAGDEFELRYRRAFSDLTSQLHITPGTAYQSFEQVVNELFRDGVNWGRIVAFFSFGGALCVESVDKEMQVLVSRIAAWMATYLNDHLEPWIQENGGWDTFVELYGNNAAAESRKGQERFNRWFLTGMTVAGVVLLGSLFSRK
Fam108B inh: mouse Fam108B serine hydrolase inhibitors, primary screen, counter-screen for RBBP9 inhibitor project, biochemical, fluorescence polarization. 0.33% of 300,000 active. inhibition, % at 9.51 µM. recombinant Fam108B, FP-Rh probe fluorescence polarization;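 active = inhibition above the screen mean inhibition plus 3 SD, computed separately per campaign, cut at about 18% in these data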;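 note: inhibitors lower polarization as less probe binds the enzyme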
MCL1 BIM primary: inhibitors of MCL1 binding to BIM-BH3, primary screen, biochemical, fluorescence polarization. 0.68% of 320,000 active. inhibition, % at 10.9 µM. GST-MCL1 / FITC-Bim-BH3 fluorescence polarization. Induced myeloid leukemia cell differentiation protein Mcl-1 (Homo sapiens), Q07820;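 active = inhibition above the mean inhibition of all tested compounds plus 3 SD, set per campaign, cut at about 40% in these data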;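 note: 0% = DMSO wells and 100% = unlabeled Bim-BH3 peptide control; higher means more loss of mP so more displacement of Bim peptide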
Active calls of the source: *; ? = inconclusive; / = no result given.

SMILES | GSTO1 inh | GLD-1 RNA inh | PAD4 FP inh | MEX-5 binding | PME-1 primary | TPT1 inh | BCLXL inh | Fam108B inh | MCL1 BIM primary
COc1ccccc1-n1c(O)c(/C=N/NC(=S)Nc2ccccc2)c(=O)[nH]c1=S | -11 | 2 | -3 | 3.1 | -5 | 9 | 2 | -1 | -2
COc1ccc(CNC(C)Cc2cccs2)cc1 (stereo unspecified) | 8 | 4 | 1 | 2.5 | -2 | -2 | 2 | 5 | 5
CCOC(=O)c1c(C)n(Cc2ccc(F)cc2)c2ccc(O)cc12 | 1 | -1 | 0 | -3.9 | 1 | 4 | 0 | 1 | 1
CC#CP(=O)(OCC)C(O)(c1ccccc1)C(F)(F)F (stereo unspecified) | 14 | 3 | -4 | 3.8 | 1 | -3 | 8 | -2 | 11
Cc1cccc(-c2nc3ccc(C(=O)N4CCC5(CC4)OCCO5)cc3nc2-c2cccc(C)c2)c1 | 6 | -1 | 0 | 1.1 | 4 | -1 | 3 | -9 | 0
C[C@@H]1O[C@@H](O[C@H]2C[C@@H](O)[C@]3(CO)[C@@H]4C(CC[C@]3(O)C2)[C@@]2(O)CC[C@H](C3COC(=O)C3)[C@@]2(C)C[C@H]4O)[C@H](O)[C@H](O)[C@H]1O (stereo partly specified) | 7 | 3 | 3 | / | -1 | 1 | 7 | -3 | 7
O=C(c1cccc(C(F)(F)F)c1)N1C[C@H]2C[C@@H](C1)c1cccc(=O)n1C2 | -4 | 0 | 2 | 0.0 | -3 | -1 | 2 | -2 | 5
CNC(=O)N(C)c1ccc(C(O)(C(=O)OC)C(F)(F)F)cc1 (stereo unspecified) | 2 | 8 | 1 | -0.6 | 3 | -4 | 8 | 0 | 6
CC(C)OP(=O)(Oc1ccc(C(O)C(Cl)(Cl)Cl)cc1)OC(C)C (stereo unspecified) | 1 | 2 | 4 | -1.0 | 0 | 2 | -4 | -3 | 2
Cc1cc(/C=C2\C(=O)NC(=O)N(C)C2=O)c(C)n1-c1ccc2c(c1)OCO2 | 1 | 2 | -1 | -5.0 | 1 | 16 | 1 | 6 | -6
O=P(CCl)(Nc1ccccc1)C(Cl)(Cl)Cl (stereo unspecified) | -3 | 7 | -2 | 2.3 | 30* | 0 | 4 | 4 | 0
Oc1ccc2c3c1O[C@H]1c4[nH]c5ccccc5c4C[C@@]4(O)C(C2)N(CC2CC2)CC[C@]314 | 40* | 1 | -3 | -6.8 | 2 | -6 | 19 | 4 | 66*
Cc1cc(N2CCOCC2)nc2ccc(NC(=O)CCC(=O)N3CCC4(CC3)OCCO4)cc12 | 0 | 4 | -8 | -3.4 | 5 | -2 | 1 | -1 | 4
Cn1cccc1CNCCc1ccccc1F | 1 | -3 | 4 | -0.4 | 4 | -1 | 4 | -4 | 8
Cc1cc(-c2ccccc2)cc(C)[n+]1Cc1ccccc1 | 1 | -1 | 3 | -1.3 | 1 | -4 | 8 | 3 | 6
O=c1c2ccccc2nc(-c2ccoc2)n1-c1ccccc1Cl | 1 | 0 | -4 | -2.2 | -1 | 0 | 6 | 0 | 6
CC(=NCc1ccc2c(c1)OCO2)c1c(O)n(-c2ccc(C)cc2)c(=O)[nH]c1=O | -5 | -1 | -3 | -2.6 | 1 | -3 | 8 | -2 | 0
COc1ccc(-c2cc(=Nc3cccc(C(=O)O)c3)c3cc(C)ccc3o2)cc1 | -12 | -3 | -4 | -1.1 | -7 | 1 | 4 | -5 | -2
COC(=O)C1=CO[C@@H](C)[C@@H]2CN(CCc3c[nH]c4ccccc34)CC[C@H]12 | -6 | 0 | -3 | 0.4 | -4 | 3 | 0 | -1 | 0
CCOc1cc2c(cc1OCC)-n1cccc1C(c1cccc(F)c1F)NC2 (stereo unspecified) | -1 | 5 | -3 | -1.4 | -5 | 3 | 2 | -1 | -3
COC(=O)C1=C(c2cccc(C#N)c2)C[C@@H]2CC[C@H]1N2C(=O)NCCOc1ccccc1Cl | / | 0 | 0 | / | 2 | / | 2 | / | -4
CC(NCC#Cc1ccccc1)C(O)c1ccccc1 (stereo unspecified) | 2 | 5 | 0 | / | -2 | 2 | 5 | -1 | -4
CCC(=NCCCn1ccnc1)c1c(O)n(-c2ccc(OC)cc2)c(=O)[nH]c1=O | 5 | 1 | -1 | -0.5 | 3 | -1 | 1 | -1 | 0
CC(=Nc1ccc2c(c1)CCC2)c1c(O)n(C)c(=O)n(C)c1=O | 8 | 4 | -1 | -0.3 | -7 | -2 | 5 | -1 | 1
Cn1c(O)c(C=NCCc2c[nH]c3ccccc23)c(=O)n(C)c1=O | -2 | 3 | 1 | -0.8 | 1 | -2 | 2 | -2 | -8
Later entries
SMILES | GSTO1 inh | GLD-1 RNA inh | PAD4 FP inh | MEX-5 binding | PME-1 primary | TPT1 inh | BCLXL inh | Fam108B inh | MCL1 BIM primary
COC(=O)C1=C(c2ccc(Cl)c(C(F)(F)F)c2)C[C@@H]2CC[C@H]1N2C(=O)NCCO | / | 6 | -4 | / | 2 | / | 4 | / | 6
CCCN1CC(C)C(OC(C)=O)(c2ccccc2)CC1C (stereo unspecified) | 0 | -2 | 0 | -1.3 | -1 | -4 | -4 | -3 | -1
COC(=O)C1=C(c2ccc3ccccc3c2)C[C@@H]2CC[C@H]1N2C | / | 4 | 1 | / | -1 | / | -1 | / | 4
CCN1C(=O)/C(=C/c2ccc(N(CC)CC)cc2OC)C(=O)NC1=S | -2 | -4 | -4 | -0.7 | -8 | 44* | -53 | 0 | -172
COc1ccccc1-n1c(O)c(C=NC2CC2)c(=O)[nH]c1=O | -4 | -26 | 0 | 4.4 | 3 | 10 | -6 | -1 | -18
CCCC(=O)c1c(O)[nH]c(=O)[nH]c1=O | 1 | -2 | -2 | 3.4 | 0 | -1 | 2 | -2 | -2
CCOC(=O)Cc1csc(NC(=O)c2c(O)c3ccccc3n(CCC(C)C)c2=O)n1 | 5 | 2 | 4 | 0.1 | -10 | -3 | -4 | 1 | 5
Cc1ccc(C(=O)NC(O)C(Cl)(Cl)Cl)cc1 (stereo unspecified) | 5 | -2 | 4 | 1.7 | 3 | 1 | 6 | 7 | 6
O=C(CCCC1=NS(=O)(=O)c2ccccc2N1)N1CCC2(CC1)OCCO2 | 3 | 8 | 4 | 0.7 | -4 | -4 | 10 | -1 | 7
OC(CNCCc1c[nH]c2ccccc12)C(F)(F)F (stereo unspecified) | 12 | -1 | 1 | 1.1 | -1 | -4 | -1 | 1 | 0
Cc1nn(C)c(C)c1P(=S)(c1c(C)nn(C)c1C)N(C)C | -2 | -4 | -2 | 0.3 | 1 | -1 | 7 | 0 | 4
O=C(Nc1ccccc1)c1c(O)[nH]c(=O)[nH]c1=O | -1 | 3 | 0 | -1.0 | 1 | 0 | 4 | -5 | 4
O=C1NC(=O)N(CC2CCCO2)C(=O)/C1=C/c1cccs1 (stereo unspecified) | 5 | -8 | -2 | -1.9 | -5 | 0 | 9 | -3 | 10
CCN(CC(=O)Nc1ccc(C#N)c(Cl)c1)CC(=O)NC(C)(C)C | -6 | 0 | -3 | 0.1 | 3 | 0 | 2 | -4 | 0
C=CCn1c(O)c(C(C)=NCCCn2ccnc2)c(=O)[nH]c1=O | 0 | -3 | 3 | 2.5 | 2 | -1 | 6 | 2 | -2
CN1CC(C(=O)c2ccccc2)C(C(=O)c2ccccc2)C1 (stereo unspecified) | 2 | 6 | 2 | 1.5 | 3 | 1 | 4 | 1 | 2
CCOC(=O)C1=C(N)OC2=C(C(=O)CC(C)(C)C2)C12C(=O)Nc1ccccc12 (stereo unspecified) | 5 | 5 | -4 | -0.7 | 2 | -6 | 6 | -2 | 4
CC(C)CCNC(=O)c1cc(C(=O)c2cc(F)ccc2O)cn(CCC(C)C)c1=O | -3 | 2 | 1 | -3.5 | -3 | 2 | -1 | -6 | 0
CC(C)Sc1nnc([C@@H](N)Cc2c[nH]c3ccccc23)o1 | -14 | 0 | -11 | 1.5 | 4 | -3 | -7 | 1 | -10
O=c1[nH]c(=S)[nH]c(O)c1N=Nc1cc2c(cc1[N+](=O)[O-])OCO2 | 3 | 4 | 0 | -7.7 | 1 | 4 | 1 | 2 | 7
COc1ccc(-n2c(/C=C/c3ccc(O)c(O)c3)nc3ccccc3c2=O)cc1 | 26 | -53 | -4 | 17 | 34* | 36* | 7 | 9 | 16
COc1cc(N)c(Cl)cc1C(=O)NC1CN2CCC1CC2 (stereo unspecified) | 4 | -3 | 0 | ? | -3 | -3 | 0 | 2 | 2
O=C1NC(=O)N(CCNc2ncc(C(F)(F)F)cc2Cl)C(=O)C1/C=N/OCc1c(F)cccc1Cl (stereo unspecified) | -4 | 8 | -8 | -2.4 | 0 | -2 | -1 | -1 | 1
CC1(C)CC[C@]2(C)CC[C@]3(C)C4C[C@@H]5OO[C@@]6(O5)C(CCCC6(C)C)[C@]4(C)CC[C@@]3(C)C2C1 (stereo partly specified) | 1 | 5 | 1 | / | 3 | -2 | 3 | -2 | 2
N=c1c[n+](C2CCCCC2)[n-]o1 | 3 | 1 | -1 | -2.0 | 3 | -1 | 7 | -2 | 3

Single records (already shown). Screens in order: GSTO1 inh	GLD-1 RNA inh	PAD4 FP inh	MEX-5 binding	PME-1 primary	TPT1 inh	BCLXL inh	Fam108B inh	MCL1 BIM primary
`CCN(CC(=O)Nc1ccc(C#N)c(Cl)c1)CC(=O)NC(C)(C)C` is listed as -6	0	-3	0.1	3	0	2	-4	0
`O=C1NC(=O)N(CC2CCCO2)C(=O)/C1=C/c1cccs1` (stereo unspecified) is listed as 5	-8	-2	-1.9	-5	0	9	-3	10
`COC(=O)C1=C(c2ccc3ccccc3c2)C[C@@H]2CC[C@H]1N2C` is listed as /	4	1	/	-1	/	-1	/	4

(cont.)
SMILES | GSTO1 inh | GLD-1 RNA inh | PAD4 FP inh | MEX-5 binding | PME-1 primary | TPT1 inh | BCLXL inh | Fam108B inh | MCL1 BIM primary
O=C(N=Nc1c(O)[nH]c(=O)[nH]c1=O)C1COc2cc3ccccc3cc2O1 (stereo unspecified) | 17 | 7 | -7 | 7.7 | -3 | 1 | 4 | -3 | -4
COC(=O)C1=C(c2ccc(OC(F)(F)F)cc2)C[C@@H]2CC[C@H]1N2C(=O)NCCOc1ccccc1Cl | / | 1 | 4 | / | 11 | / | 2 | / | 7
Cc1ccc(N=C(N(C)C)P(=O)(N(C)C)N(C)C)cc1 | -3 | 2 | -6 | 0.0 | 2 | 3 | 6 | 5 | 9
O=C1NC(=O)C(CCc2ccncc2)(Cc2ccc3c(c2)OCO3)C(=O)N1CCc1ccccc1 (stereo unspecified) | -6 | 2 | -2 | -0.6 | 2 | -2 | 9 | 1 | 5
O=C(O)c1ccccc1-c1ccc(C=C2C(=O)N(c3ccccc3)C(=S)N(c3ccccc3)C2=O)o1 | 10 | 1 | -8 | 0.5 | -3 | 18 | 11 | -2 | 27
Fc1ccc(CN2CCN(c3ccc(Cl)cc3)CC2)cc1 | 0 | 0 | 1 | 0.0 | 1 | -4 | 3 | 2 | 2

A portion of the library (hit frequency here may not be typical).
